ARFGAP1 inhibitor: rat ARFGAP1 inhibition; Q62848; AID 651572; Arfgap1-stimulated ARF1 GTP hydrolysis, GDP FP detection; inhibition, % at 16.5 µM; 360,000 compounds, 0.26% hits;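 active means inhibition above a per-plate limit, mean inhibition of low control wells plus 3 SD, cut at about 25% in these data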;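 further: 0% = DMSO wells with enzyme and 100% = wells lacking Arfgap1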
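System: truncated rat Arfgap1 GAP domain / Medium: HEPES-based buffer, pH 7.5 / Also added: N-terminally truncated human ARF1-GTP substrate / Incubation: enzyme reaction 120 min at 25 °C after 20 min preincubation / Measured by: FP of antibody-bound GDP Alexa 633 tracer, ex 620/em 688 nm / Replicates: singlicate, each compound tested once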
ASAP1 inh: inhibitors of human ASAP1 ArfGAP activity. ASAP1-stimulated ARF1 GTP hydrolysis, GDP FP detection. inhibition, % at 16.5 µM. 360,000 compounds, 0.19% hits. AID 624377; in the data active means inhibition above about 25%;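 further: 0% = vehicle with enzyme and substrate and 100% = no enzyme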
rCAG RNA binder: binds r(CAG) RNA repeats; inhibition, % at 3 µM; r(CAG) RNA repeat, TO-PRO-1 dye displacement fluorescence; 370,000 compounds, 1.3% hits;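 active means inhibition above the plate cutoff, the mean of all test compounds on that plate plus 3 SD, cut at about 35% in these data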;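 further: 0% = DMSO alone and 100% = 100 µM mitoxantrone as full dye displacement; higher means more dye released from RNA so lower well fluorescence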
HTRA1 inh: blocks human HTRA1 serine peptidase; Q92743; recombinant HTRA1, FP-rhodamine activity-based probe, fluorescence polarization; inhibition, % at 5.96 µM; 340,000 compounds, 0.5% hits; AID 504803; in the data active means inhibition above about 36%;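 further: 0% = enzyme with DMSO and 100% = wells lacking enzyme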
Target sequence (Q92743 whole entry, looked up): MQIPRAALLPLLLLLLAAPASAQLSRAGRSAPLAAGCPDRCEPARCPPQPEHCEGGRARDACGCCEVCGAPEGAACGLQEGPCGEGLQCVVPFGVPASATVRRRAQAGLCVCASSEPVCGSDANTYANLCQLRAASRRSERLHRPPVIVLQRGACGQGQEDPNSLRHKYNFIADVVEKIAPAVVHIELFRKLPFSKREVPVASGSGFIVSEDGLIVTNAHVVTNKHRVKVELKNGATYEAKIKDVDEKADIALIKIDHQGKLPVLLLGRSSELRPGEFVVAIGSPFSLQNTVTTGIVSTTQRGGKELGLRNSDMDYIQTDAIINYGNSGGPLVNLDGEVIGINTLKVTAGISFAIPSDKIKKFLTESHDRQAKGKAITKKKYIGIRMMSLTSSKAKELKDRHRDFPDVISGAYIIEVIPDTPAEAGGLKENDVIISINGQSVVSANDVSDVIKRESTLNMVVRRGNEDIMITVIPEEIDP
mABHD4 FP: inhibits mouse alpha/beta hydrolase domain 4; Q8VD66; purified mABHD4, FP-Rh probe fluorescence polarization; inhibition, % at 8.92 µM; 370,000 compounds, 0.54% hits; AID 720543;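 active means inhibition exceeding the mean over every tested compound plus 3 SD, cut at about 30% in these data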;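 further: 0% = plate median of compound wells and 100% = S159A mutant with DMSO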
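Assay system: wild-type mouse ABHD4 protein; compound: single nominal dose of 8.92 µM, 0.89% DMSO final; schedule: 45 min + 60 min at 25 °C; measured by: FP readout, ex 525 nm / em 598 nm; evaluation: % inhibition of FP-Rh probe binding versus controls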
PG9 binder: binds the HIV-1 gp120 antibody PG9. TR-FRET gp120-PG9 antibody binding. inhibition, % at 6.7 µM. 360,000 compounds, 0.43% hits. AID 624416; in the data active means inhibition above about 8.5%
GC-B act: GC-B (human) receptor activation | P20594 | HEK293-GC-B cells, CNP EC30, cGMP TR-FRET; 0% at EC30 CNP, 100% saturating CNP | activation, % at 10 µM | 370,000 compounds, 0.11% hits | AID 1920062;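 active means activation at 10 µM reaching about 35% in either raw or pattern-adjusted values, limit read from the data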
SMARCA2 activ: SMARCA2 function activation, primary screen; MG213 cells, MMTV-luciferase reporter, dexamethasone, overnight; activation, % at 9.1 µM; 370,000 compounds, 1% hits; AID 652017; in the data active means activation above about 7.8%;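 further: 0% = vehicle wells and 100% = reference activator wells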
NPR1 activator: GC-A (human) enzyme activation; 370,000 compounds, 0.14% hits; activation, % at 10 µM; HEK293 GC-A cells, cGMP TR-FRET, EC30 ANP; 0% at EC30 ANP, 100% saturating ANP; AID 1671463; P16066; in the data active means activation above about 40%
NR1D1 modulator: modulates human Rev-erb alpha binding to DNA. P20393. 370,000 compounds, 0.79% hits. AID 1259318. Rev-erbα–FITC-DNA binding, fluorescence polarization, 90 min. activity, % at 10 µM;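 active means activity above about 14%, limit read from the data; passing the limit was not always enough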;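 further: 0% = DMSO wells with 35 nM protein and 100% = DMSO wells with 750 nM protein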
Target sequence (P20393 whole entry, looked up): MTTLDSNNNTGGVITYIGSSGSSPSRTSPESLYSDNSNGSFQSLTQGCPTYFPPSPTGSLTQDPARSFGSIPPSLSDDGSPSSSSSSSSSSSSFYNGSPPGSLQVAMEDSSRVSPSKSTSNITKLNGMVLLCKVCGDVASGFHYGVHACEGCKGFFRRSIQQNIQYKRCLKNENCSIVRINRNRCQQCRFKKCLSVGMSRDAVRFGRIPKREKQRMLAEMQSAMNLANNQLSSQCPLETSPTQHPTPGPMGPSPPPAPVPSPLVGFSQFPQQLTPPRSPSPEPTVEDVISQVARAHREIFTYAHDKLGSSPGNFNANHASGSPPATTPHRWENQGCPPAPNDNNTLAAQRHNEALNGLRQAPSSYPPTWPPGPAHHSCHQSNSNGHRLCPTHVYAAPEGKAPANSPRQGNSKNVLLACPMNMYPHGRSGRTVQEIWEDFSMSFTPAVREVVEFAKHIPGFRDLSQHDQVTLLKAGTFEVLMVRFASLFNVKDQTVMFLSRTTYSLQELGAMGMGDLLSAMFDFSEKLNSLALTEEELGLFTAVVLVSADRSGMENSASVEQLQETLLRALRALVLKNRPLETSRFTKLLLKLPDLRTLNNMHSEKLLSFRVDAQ
Active calls of the source: *; . = no result given.

SMILES	ARFGAP1 inhibitor	ASAP1 inh	rCAG RNA binder	HTRA1 inh	mABHD4 FP	PG9 binder	GC-B act	SMARCA2 activ	NPR1 activator	NR1D1 modulator
c1ccc(Cc2noc(CN3CCN(C4CCc5ccccc5C4)CC3)n2)cc1 (configuration not stated)	-1	-9	-10	-2	0	-1.2	3	-1	0	0
CC(C)(Oc1ccc(Br)cc1Cl)C(=O)Nc1ccon1	-3	6	-2	0	-14	-3.8	-5	-4	-2	3
CC(NCc1ccc(-c2ccccc2)cc1)C(O)c1ccccc1 (configuration not stated)	-11	1	7	0	6	1.2	-5	-1	-6	-4
CCC(C)NC(=O)C1CCN(S(=O)(=O)N2CCCC2)CC1 (configuration not stated)	-4	15	1	3	1	1.2	1	-3	1	-3
O=C(CCN1CCN(c2ccccc2F)CC1)Nc1ccc2c(c1)OCO2	0	-8	-4	3	-4	-1.2	-6	5	-2	0
O=C1CC(SCc2nc3ccccc3[nH]2)C(=O)N1c1cccc(Cl)c1 (configuration not stated)	5	20	16	-9	-14	0.0	1	-1	-2	2
CCOC(=O)Cc1cc(=O)[nH]c(/N=C(\N)Nc2ccc(OC)cc2)n1	2	-5	-5	-1	3	-0.8	4	-3	1	-2
COc1ccc(-c2csc(NC(=O)c3ccoc3C)n2)cc1	1	10	3	-30	-5	-0.8	3	3	1	6
O=C(O)c1ccc(N/N=C/c2cn(Cc3ccc(F)cc3)c3ccccc23)cc1	0	-11	81*	-2	50*	-2.8	-12	2	-6	-1
COc1ccc(NC(=O)CN(C)C(=O)c2cc(-c3ccccc3)nc3ccccc23)cc1	-3	-1	7	-22	5	1.4	5	-2	-1	4
CCCCCCCC(=O)NNC(=O)c1ccc([N+](=O)[O-])cc1	13	12	-2	-2	7	-0.7	0	-2	3	8
CCCCn1nnnc1SCC(=O)Nc1cccc(C)c1	-7	-1	0	0	3	0.5	0	0	1	3
CCOC(=O)C1=C(C)NC(C)=C(C(=O)OCC)C1C	7	-22	-9	1	5	0.8	-1	-2	1	3
COC(=O)c1ccc(CO/N=C/c2ccc(OC)cc2)o1	-4	-23	-4	-8	-17	-4.2	-9	-4	-2	-2
COc1ccccc1NC(=O)CSc1nnc2ccc(-c3ccccn3)nn12	4	6	-2	-5	8	0.6	-2	-2	-2	2
CSc1ccccc1NC(=O)c1cc(-c2ccco2)on1	-2	-11	6	-16	0	-1.2	-1	4	-6	0
CCN(CC)C(=O)c1nc[nH]c1C(=O)N(CC)CC	1	-4	2	1	-5	-0.7	-3	-2	-1	1
COC(=O)COc1cccc(NC(=O)c2ccc(Cl)cc2)c1	4	0	-3	-5	0	-1.0	2	0	1	11
O=C(Nc1cccc2ccccc12)OCc1ccccc1	6	-3	2	-6	-7	1.8	2	0	3	0
CCCCc1c(-c2ccccc2OC)ncn1Cc1ccc(OC)c(Cl)c1	20	1	0	.	-12	1.2	-16	-7	-10	-4
CCn1cc(CN2CCN(Cc3cccc(OC)c3)C(CCO)C2)c(C)n1 (configuration not stated)	6	2	-6	-7	-3	-1.3	1	4	0	4
Oc1nc(Nc2ccc(Cl)cc2Cl)sc1/C=C1\C=Nc2ccccc21	-1	-18	17	-5	-4	0.0	-1	-4	2	-4
O=Cc1ccc(Oc2ncccn2)cc1	13	-10	0	-9	1	-1.1	-3	3	-2	2
O=C(O)C1CC=CCC1C(=O)c1ccccc1 (configuration not stated)	-10	5	7	2	3	-1.5	7	2	-5	-2
Cc1cc(NC(=O)C2CC2)n(-c2nc3ccccc3s2)n1	-11	-3	4	-8	-5	-3.0	0	4	-4	-2
C[C@H](CO)N1C[C@H](C)[C@H](CN(C)C(=O)OCc2ccccc2)OCc2cnnn2CCCC1=O	0	1	-1	5	-2	1.3	-2	-1	4	3
CC(C(=O)NC1CCCC1)N(Cc1ccc2c(c1)OCO2)C(=O)c1snc(C(N)=O)c1N (configuration not stated)	-5	-7	-7	-4	-8	0.4	-9	0	-7	-2
O=C(O)Cn1cc2c(n1)CCCCC2	-7	-6	2	8	0	0.4	9	-2	-3	-5
O=C(O)c1sccc1NC(=O)c1c(Cl)cccc1Cl	2	0	3	2	6	-1.0	0	-1	0	1
CN(C)S(=O)(=O)c1cccc(NC(=S)N/N=C/c2cccc(O)c2)c1	14	6	9	-3	-12	-2.5	0	1	-2	4

Compound profiles, from the list above.
`O=C(O)Cn1cc2c(n1)CCCCC2` is listed with ARFGAP1 inhibitor = -7; ASAP1 inh = -6; rCAG RNA binder = 2; HTRA1 inh = 8; mABHD4 FP = 0; PG9 binder = 0.4; GC-B act = 9; SMARCA2 activ = -2; NPR1 activator = -3; NR1D1 modulator = -5
`CCCCc1c(-c2ccccc2OC)ncn1Cc1ccc(OC)c(Cl)c1` is listed with ARFGAP1 inhibitor = 20; ASAP1 inh = 1; rCAG RNA binder = 0; HTRA1 inh = .; mABHD4 FP = -12; PG9 binder = 1.2; GC-B act = -16; SMARCA2 activ = -7; NPR1 activator = -10; NR1D1 modulator = -4

Next part.
SMILES	ARFGAP1 inhibitor	ASAP1 inh	rCAG RNA binder	HTRA1 inh	mABHD4 FP	PG9 binder	GC-B act	SMARCA2 activ	NPR1 activator	NR1D1 modulator
COc1ccccc1C(=O)N/C(=C\c1cn(C)c2ccccc12)C(=O)NCCCn1ccnc1	2	-1	2	-4	4	-1.3	1	0	5	0
Cc1nc(S/C(=C/c2ccc(-c3cccc(Cl)c3)o2)C(=O)O)n[nH]1	6	-6	21	5	6	-0.3	4	-3	23	2
Cc1ccc(C(=O)NC(=S)Nc2c(C)ccc3nsnc23)cc1	8	-4	-2	-5	-15	-3.7	-3	2	2	-1
CNC(=O)c1ccc2cc(OC)c(OC)cc2c1	3	-1	1	5	-2	0.9	-2	-3	-1	0
COc1ccc(OC)c(/C=N/NC2=NS(=O)(=O)c3ccccc32)c1	4	7	5	3	4	-3.0	-2	2	1	-2
CCN(CC)S(=O)(=O)c1ccc2oc(C(=O)NCc3ccc(F)cc3)c(C)c2c1	4	18	1	-55	-23	-1.2	.	-2	.	.
CCN(CC)C(=O)CC[C@@H]1CC[C@]2(CCCN(Cc3ccccc3)C2)O1	.	.	2	.	-8	.	4	-5	3	-1
COc1ccccc1CC(=O)Nc1cccc2ccccc12	2	12	-5	-7	-8	0.0	1	-1	-3	1
O=C(NC(=S)N1CCCC1)c1ccccc1F	3	1	1	-4	-3	-2.8	3	3	3	1
CSCCC(NS(=O)(=O)c1ccc2c(c1)OCCO2)C(=O)NCCc1ccccn1 (configuration not stated)	7	2	0	2	-10	0.9	1	1	-8	1
CCOc1ccccc1NC(=O)NC1CCCCCCC1	-3	5	-4	-2	-5	-1.1	2	-1	1	4
CN(c1ccccc1)S(=O)(=O)c1cccc(C(=O)NCCc2c[nH]c3ccccc23)c1	7	15	2	-49	-16	-1.3	-5	-3	-1	1
CCOc1ccc(OCC)c(-c2c(=O)n(OCc3ccc(Cl)cc3)c3ccccc3[n+]2[O-])c1	4	4	3	-34	2	-0.8	-2	-3	-3	0
Cc1cc(=O)[nH]c2ccc(S(=O)(=O)N3CCOCC3)cc12	2	-5	3	5	-5	-0.4	4	4	4	-4
O=c1c(Cl)c(NCc2ccccc2)cnn1C12CC3CC(CC(C3)C1)C2	3	14	-7	-2	6	-1.0	-1	-1	4	0
Cc1ccnn1-c1ccc(C(=O)NCc2ccccc2CN2CCOCC2)cc1	14	6	0	-3	8	0.1	3	-1	3	3
CCOC(=O)C1=CN(Cc2cccc(-c3cccnc3)c2)S(=O)(=O)N(CC)C1C (configuration not stated)	9	11	0	-17	-9	0.9	-7	5	-12	8
O=C(Nc1cc(F)ccc1F)C1CCCN(c2ncnc3c2nc2n3CCCCC2)C1 (configuration not stated)	-23	4	-4	-7	-5	-1.7	-2	-6	-3	-7
COc1ccc2c(c1)CCc1c-2nc2ccccc2c1N1CCOCC1	-1	9	-2	-14	2	-0.5	1	-2	-1	1
CC1=C(C)[N+](=O)C2(O)CCCCC2(C)N1[O-] (configuration not stated)	3	-23	1	3	4	0.9	-6	-1	-2	2
CN1CCC/C1=C1/C(=O)N(c2ccccc2)N=C1NC(=O)Nc1cccc(Cl)c1	11	4	28	-11	1	-0.5	-9	1	-5	2
O=C(O)c1c(N2CCCCC2)ccc([N+](=O)[O-])c1N1CCCCC1	-7	-2	2	6	10	-1.6	-3	-3	-1	3
COc1ccc(C(=O)CC(=O)C(=O)Nc2ccccc2OC)cc1	17	4	14	-3	5	1.5	1	-4	-3	-1
COCc1cc(C)n(CC(=O)Nc2ccc(Cl)cc2Cl)c(=O)c1C#N	6	-7	1	0	-12	8.8*	-9	0	1	-2
FC(F)Oc1ccccc1/C=N/n1cnc2ccccc21	5	5	0	-3	3	-1.4	-3	4	-1	7
O=C(Cc1c(F)cccc1Cl)Nc1ccccc1C(=O)N1CCOCC1	-6	10	-4	10	0	-2.1	3	-2	1	-1
O=C(NCCc1ccccn1)c1cccc(S(=O)(=O)N2CCc3ccccc32)c1	12	-19	-6	-3	-3	-1.0	-17	0	-56	5
O=C(O)c1ccc(NC(=S)NC(=O)c2ccc3ccccc3c2)cc1	5	-1	3	1	2	-1.8	-2	5	-1	-1
COc1ccc(C2C(C#N)=C(N)OC3=C2C(=O)CCC3)cc1Cn1cc([N+](=O)[O-])cn1 (configuration not stated)	4	9	4	1	-1	-2.0	1	1	3	5
O=C(NCc1nnc(SCc2ccccc2)n1-c1ccccc1)C12CC3CC(CC(C3)C1)C2	9	3	2	4	-11	-1.6	2	-4	-2	8
Cc1ccc(NC(=O)Cc2nnc(SCC(=O)Nc3nncs3)n2C)c(C)c1	4	-8	3	-3	7	-0.7	-1	-2	7	-4
CCOC(=O)[C@]12CCCC=C1N(Cc1ccccc1)C(=O)[C@H](CC(=O)NCCCN1CCCC1=O)C2	0	5	2	.	-1	0.9	2	-4	2	2
C=CC[C@]12CC=CC(=O)[C@@]1(O)O[C@H](c1ccc(OC)c(OC)c1)[C@H]2C	-3	-2	-3	-1	4	-0.6	5	-1	7	2
Cc1ccc(S(=O)(=O)N2CCC(=O)N([C@H](COC(=O)Nc3ccccc3)Cc3ccccc3)CC2)cc1	7	2	7	.	-5	2.3	4	0	0	3
Cc1cc(C)c(NC(=O)CNC(=O)c2ccccc2OCc2c(C)noc2C)c(C)c1	4	-1	-6	2	3	-0.7	-2	-4	1	6
Cc1nn(-c2ccc(C(=O)O)cc2)c(=O)c2ccccc12	3	-6	0	1	-8	2.7	6	-2	-2	2
O=C(CCc1nnc(Cc2c[nH]c3ccccc23)o1)NCC1CC12CCCCC2 (configuration not stated)	-3	-9	-6	-25	-4	-1.2	-3	-3	-1	5
CCOc1ccccc1/C=c1\sc2ncnn2c1=O	7	-8	0	-1	0	-0.5	-3	-2	10	-4
CN(Cc1ccccc1)C(=O)CCS(=O)(=O)c1ccc2c(c1)n(C)c(=O)c(=O)n2C	16	-6	3	-4	-1	-1.1	-4	-2	2	-4
COc1ccc(NC(=O)N(C)C[C@@H]2OCc3cnnn3CCCC(=O)N([C@H](C)CO)C[C@@H]2C)c(OC)c1	4	7	0	-1	0	-2.2	-4	-2	4	-3

Screening data from PubChem.
